# High-throughput results: PubChem BioAssay, several laboratories
# Yfh1-depleted yeast – enhancers of respiration in Yfh1-depleted yeast, dose response, Friedreich's ataxia, plus single-dose screen (AID 1465). 220,000 compounds, 0.074% hits. fold induction at 50 µM; hits with a dose series show EC50 in µM. S. cerevisiae Yfh1-off respiration, WST-1 reduction, 72 h; higher fold induction means a stronger effect;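 active means fold induction of absorbance versus untreated yeast above a set limit, then at least 30% activation at any dose in follow-up; inconclusive means repeats straddling the limit, or above it without dose testing; inactive means fold induction below the set limit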;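 further: activators that raise dye reduction in frataxin-depleted yeast; strong numbers were not always called active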
# KOR beta-arrestin-1 – KOR antagonists, beta-arrestin recruitment, cell-based, luminescence, uHTS (AID 1778) | 290,000 compounds, 0.091% hits | Kappa-type opioid receptor (Homo sapiens) | KOR beta-arrestin recruitment, luminescence, antagonist mode; higher % means a stronger effect | inhibition, % at 10 µM; hits with a dose series show IC50 in µM; further: strong numbers were not always called active
# NOD1 NF-kB reporter – NOD1 signaling inhibitors, primary screen, cell-based, luminescence, uHTS (AID 1578) | NOD1-driven NF-kB luciferase reporter cells, luminescence; higher % means a stronger effect | inhibition, % at 4 µM, or EC50 in µM where a hit was titrated | 290,000 compounds, 1% hits; in the data active means inhibition mostly above about 36%, no sharp cut-off; inactive means mostly below about 34%;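 further: HEK-293T reporter cells stimulated with the NOD1 agonist gamma-tri-DAP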
# HIV fusion peptide – inhibitors of HIV fusion peptide binding, primary screen, biochemical, uHTS, fluorescence dequenching (AID 1986); cell-free peptide binding, fluorescence dequenching, 30 min; higher % means a stronger effect; inhibition, % at 20 µM, or IC50 in µM where a hit was titrated; 290,000 compounds, 0.3% hits; in the data active means inhibition mostly above about 52%, no sharp cut-off; inactive means mostly below about 76%; further: some results filed as inactive read as strong as hits
# NS5 inhibitors – Dengue-2 NS5 methyltransferase inhibitors, primary screen, biochemical, confirmation dose response (AID 588689). Genome polyprotein (Dengue virus type 2 (strain 16681-PDK53)). 340,000 compounds, 0.3% hits. Dengue-2 NS5 methyltransferase capping enzyme assay, biochemical; higher % means a stronger effect. inhibition, % at 25 µM, or IC50 in µM where a hit was titrated; in the data active means a potency from the dose series; inconclusive means inhibition above about 29% without an active follow-up result
# AID2073 – inhibitors of Mint1-CaV2.2 protein interaction, biochemical, HTRF (AID 2073). Voltage-dependent N-type calcium channel subunit alpha-1B (Homo sapiens). HTRF protein-protein interaction, Mint1-CaV2.2; higher % means a stronger effect. one-dose inhibition, % at 20 µM; IC50 in µM for titrated hits. 290,000 compounds, 0.19% hits; in the data active means inhibition mostly above about 51%, no sharp cut-off; inconclusive means no clear call, values can overlap the other calls; inactive means mostly below about 53%; further: some results filed as inactive read as strong as hits
# KOR beta-arrestin-2 – KOR agonists, beta-arrestin recruitment, primary screen, cell-based, luminescence, uHTS (AID 1777); KOR beta-arrestin recruitment, luminescence; higher % means a stronger effect; 280,000 compounds, 0.02% hits; Kappa-type opioid receptor (Homo sapiens); activation, % at 10 µM; hits with a dose series show EC50 in µM; in the data active means activation above about 50%, passing the limit was not always enough; further: a part of the inactive calls stands beside numbers as strong as those of hits
# West Nile virus CPE – West Nile virus antiviral activity, cell-based, CPE readout (AID 1621); 290,000 compounds, 0.02% hits; CPE inhibition, % at 10 µM; hits with a dose series show IC50 in µM; West Nile virus-infected cells, CPE inhibition; higher % means a stronger effect; in the data active means a potency from the dose series; inconclusive means CPE inhibition mostly from about 3.7% at the one dose, without a potency; inactive means the rest, 99 in 100 with CPE inhibition below about 2.2%; further: strong numbers were not always called active
# HEK293 NOD2/NF-kB – NOD2 signaling inhibitors, cell-based, luminescence, uHTS, HEK293 (AID 1566) | HEK293 NOD2/NF-kB luciferase reporter, luminescence; higher % means a stronger effect | inhibition, % at 4 µM; hits with a dose series show EC50 in µM | 290,000 compounds, 0.63% hits; further: many of its hits are not listed in these tables
# NS5 inhibitors pilot replicate – recorded beside NS5 inhibitors, whose call it bears; inhibition, %; measured here: pilot screen replicate inhibition
# * hit, by the source's call; i = inactive; ? = inconclusive; · = no result given; [ ] = remark or other dose. Unless noted, no stated cut-off is given here; in the data, active means inhibition above about 50%; inactive means the rest.
SMILES,Yfh1-depleted yeast,KOR beta-arrestin-1,NOD1 NF-kB reporter,HIV fusion peptide,NS5 inhibitors,AID2073,KOR beta-arrestin-2,West Nile virus CPE,HEK293 NOD2/NF-kB,others
O=C(/C=C/c1ccccc1)CC(O)(c1ccccc1)C(F)(F)C(F)F (configuration not stated),i,19%,4%,-0.8%,-15%,1%,-8.3%,?,-15%,
COc1ccccc1NC(=O)c1ccc2c(O)c(S(=O)(=O)c3ccccc3)c(=O)[nH]c2c1,·,-4%,-11%,4.4%,3%,-2%,-1.1%,1.1%,-1%,
COc1cc([N+](=O)[O-])cc(/C=N/NC(=O)C(C)Nc2cccc(C)c2)c1O (configuration not stated),i,-9%,-5%,25%,6%,4%,-8.2%,0.1%,26%,
O=C(CCc1ccccc1)NNC(=O)COc1ccc(Br)cc1,·,-8%,18%,2.5%,2%,15%,-1.6%,-0.3%,-2%,
CC(C)NC(=O)c1ccc(-n2c(=S)[nH]c3ccccc3c2=O)cc1,i,6%,-32%,-1.8%,·,-14%,-7.9%,0.2%,15%,
N/C(=N\OC(=O)c1cccc(Cl)c1)c1ccncc1,i,-46%[20 µM],-21%,0.4%,4%,1%,·,-0.8%,-50%,
O=C(O)CC1(CC(=O)NCc2ccc(-c3cccs3)cc2)CCCCC1,i,29%,1%,6.3%,2%,44%,·,0.5%,1%,
COc1cc(CNC(=O)CCn2nc(C)c3c(C)n(-c4ccccc4)nc3c2=O)cc(OC)c1OC,·,4%,-2%,1.6%,-5%,13%,-3.9%,0.1%,20%,
O=C(Nc1ccc2c(c1)OCO2)c1noc2c1CCCC2,·,-26%,-58%,-3.4%,0%,5%,-0.7%,-0.1%,-134%,
CCOc1c(OC)ccc2c3c(c(=O)oc12)CCCC3,i,-8%,9%,2.4%,-3%,20%,-6.4%,-1.2%,20%,
CS(=O)(=O)N(CC(=O)Nc1ccccc1C(=O)N1CCOCC1)c1ccc(F)c(Cl)c1,·,14%,-4%,-1.4%,0%,15%,-6.8%,0.9%,-25%,
O=C(CSc1nc(C2CC2)nc2ccccc12)Nc1ccc2c(c1)OCCO2,i,21%,11%,-2.8%,1%,-14%,0.0%,0.9%,4%,NS5 inhibitors pilot replicate=-1.8
Cc1cc(C)nc(CCNC(=O)c2cc(COc3ccc(F)cc3F)on2)n1,i,-6%,-4%,1.1%,-4%,8%,-2.6%,-0.2%,22%,
CC(C)(C)Nc1nc(Cl)nc(NCCN2CCOCC2)n1,i,20%,-4%,-2.5%,-5%,9%,·,0.1%,11%,
Cc1noc(C)c1CSc1nnc(C)c(=O)[nH]1,i,17%,-20%,0.2%,3%,11%,1.7%,0.3%,22%,
NCCOc1ccccc1Cc1ccccc1,i,13%,15%,-2.2%,-1%,-6%,3.1%,0.0%,0%,
COC(=O)c1ccccc1NC(=O)CCCN1C(=O)C(c2ccccc2)Oc2cccnc21 (configuration not stated),·,-2%,-11%,-0.5%,-10%,1%,-6.0%,1.2%,10%,
CCCc1cc(NCCCO)n2c(nc3ccccc32)c1C#N,i,-14%,0%,-0.4%,·,20%,1.3%,-0.3%,8%,
Cc1cc(NS(=O)(=O)c2ccc(NS(=O)(=O)c3cc(C)c(Cl)cc3Cl)cc2)no1,·,-5%,-24%,12%,-6%,1%,4.9%,-0.2%,-9%,
O=C(c1c(F)cccc1F)N1CCN=C1SCc1ccccc1,i,3%,-11%,0.0%,3%,0%,-1.2%,-0.1%,-3%,
COc1ccc(C(N)=S)cc1,i,26%,-22%,-1.7%,5%,5%,-8.5%,0.2%,22%,
CC(CCc1ccccc1)NS(=O)(=O)c1ccc(Cl)c(C(=O)O)c1 (configuration not stated),·,-12%,19%,-1.8%,-17%,12%,-2.0%,0.4%,-16%,
CC(C)/C=N/Nc1nc(-c2ccc(Br)cc2)cs1,i,-47%,-28%,2.5%,-7%,-4%,3.6%,-1.1%,-60%,
c1ccc(OCc2cc(-c3ccccc3)no2)cc1,i,-11%,-49%,-0.9%,·,-5%,4.2%,0.5%,-83%,
CCOc1ccc(OCC)c(Nc2cc(C)nc3nc(C)nn23)c1,·,-2%,-10%,-1.7%,-7%,-3%,-1.9%,·,20%,
CN1CCCc2cc(C#N)c(=O)[nH]c21,i,1%,0%,1.3%,-1%,27%,-3.8%,0.1%,2%,
COc1ccc(-c2noc(C(=O)NCc3ccc(F)cc3)n2)cc1OC,i,4%,-23%,-0.8%,·,-10%,-2.4%,-1.3%,3%,
CC(C)c1nnc(NC(=O)CCc2ccccc2)s1,·,-7%,-2%,0.0%,-4%,-3%,-5.4%,-0.2%,0%,
CCOC(=O)C1(CCCc2ccccc2)CCN(C(=O)CCn2cnnn2)CC1,i,2%,-17%,-0.3%,6%,-1%,-4.2%,-1.0%,12%,
CC(C(=O)Nc1cccc(S(=O)(=O)N2CCOCC2)c1)N1CCN(C/C=C/c2ccccc2)CC1 (configuration not stated),i,-29%,-13%,1.0%,-1%,?,-3.1%,-1.7%,19%,

# The final three entries of the section above open the next one:
SMILES,Yfh1-depleted yeast,KOR beta-arrestin-1,NOD1 NF-kB reporter,HIV fusion peptide,NS5 inhibitors,AID2073,KOR beta-arrestin-2,West Nile virus CPE,HEK293 NOD2/NF-kB,others
CC(C)c1nnc(NC(=O)CCc2ccccc2)s1,·,-7%,-2%,0.0%,-4%,-3%,-5.4%,-0.2%,0%,
CCOC(=O)C1(CCCc2ccccc2)CCN(C(=O)CCn2cnnn2)CC1,i,2%,-17%,-0.3%,6%,-1%,-4.2%,-1.0%,12%,
CC(C(=O)Nc1cccc(S(=O)(=O)N2CCOCC2)c1)N1CCN(C/C=C/c2ccccc2)CC1 (configuration not stated),i,-29%,-13%,1.0%,-1%,?,-3.1%,-1.7%,19%,
Cc1ccc(SCCC(=O)NC2CC2)cc1,i,-71%[20 µM],-35%,1.9%,0%,4%,·,0.8%,-10%,
Cn1ccnc1Sc1nc2ccccc2nc1NS(=O)(=O)c1ccccc1,i,14%,14%,-2.2%,0%,?,-6.4%,0.6%,6%,
N/C(Cc1ccc(Cl)c(Cl)c1)=N\OC(=O)c1cccs1,i,-32%,18%,0.7%,-1%,6%,1.9%,-0.3%,1%,NS5 inhibitors pilot replicate=-0.5
CCC(=O)Nc1cccc(NC(=S)NC(=O)Cc2ccccc2)c1,i,-1%,-58%,-1.5%,-14%,4%,1.9%,0.2%,-20%,
Cc1ccc(C)c(/C=C2\CCn3c2nc2cc(C(=O)O)ccc2c3=O)c1,·,-3%,-9%,4.0%,6%,15%,0.3%,-0.3%,5%,
Cc1ccc(C(=O)NC(=S)Nc2cccc(-c3nc4ccccc4s3)c2)cc1,i,17%,-38%,-1.2%,0%,-3%,-1.5%,0.0%,-11%,
CCc1ccccc1NC(=O)NC1CCCCCCC1,·,-17%,-26%,1.0%,0%,13%,-0.9%,-0.9%,16%,
FC(F)(F)c1cccc(CNc2ncccc2-c2nc3cc(Cl)ccc3o2)c1,i,-21%,2%,-0.6%,-7%,19%,5.1%,0.5%,3%,
CCN(CC(=O)Nc1cccc(S(=O)(=O)N2CCCC2)c1)CC(=O)Nc1ccccc1OC,i,-24%,-25%,0.2%,1%,-2%,0.6%,0.0%,3%,
O=C(O)CCSCCC(=O)O,i,-10%,-5%,-1.6%,-5%,-6%,0.5%,-0.3%,-15%,
O=C(NCc1ccccc1)C(c1cccs1)N(Cc1cccs1)C(=O)c1cnccn1 (configuration not stated),i,-19%,7%,0.3%,2%,-4%,3.5%,-0.8%,-7%,
CC(C)CCNC(=O)C(c1ccco1)N(Cc1ccc(F)cc1)C(=O)c1snc(C(N)=O)c1N (configuration not stated),i,-3%,12%,-2.4%,-5%,1%,-3.6%,-0.1%,9%,
CCOC(=O)c1[nH]cnc1C(=O)Nc1ccc(C)cc1,i,-2%,-5%,-1.1%,-4%,-10%,4.4%,0.7%,7%,
O=C(CSc1nc2c(cnn2-c2ccc(F)cc2)c(=O)[nH]1)N1CCCc2ccccc21,i,15%,4%,1.9%,-7%,1%,-0.5%,0.5%,8%,
Cc1cc(CNC(=S)Nc2ccc(S(=O)(=O)Nc3ncccn3)cc2)nn1C,·,-11%,-3%,0.8%,3%,0%,0.8%,1.4%,-7%,
COc1ccc2c(c1)c(=O)cc(C)n2CC(=O)NCc1ccco1,i,10%,3%,0.7%,-10%,-1%,0.9%,-0.4%,8%,
FC(F)Oc1cccc(NC(=S)N2CCN(c3ccccn3)CC2)c1,i,17%[20 µM],16%,1.3%,-3%,28%,2.3%,0.0%,8%,
O=C(O)CC(NC(=O)C(c1ccccc1)c1ccccc1)c1ccco1 (configuration not stated),i,9%,-20%,0.6%,-7%,6%,0.0%,0.1%,-2%,
COc1cc(S(=O)(=O)Nc2ccc(C)cc2)ccc1NC(=O)c1ccncc1,i,4%,-17%,0.0%,-2%,4%,5.9%,-1.1%,1%,
CN1CCN(CCNC(=O)c2ccc3nc(-c4ccc(F)cc4)c(-c4ccc(F)cc4)nc3c2)CC1,·,-3%,-60%,-1.6%,-16%,6%,0.5%,22µM*,20%,
Cc1ccc(C)c(N2CCN(S(=O)(=O)c3ccc4c(c3)NC(=O)CO4)CC2)c1,·,-6%,-16%,0.2%,8%,1%,2.1%,-0.9%,8%,
CN1CCN(Cc2c(O)ccc3c(-c4ccccc4)cc(=O)oc23)CC1,i,-10%,3%,4.0%,-1%,34%,1.3%,1.0%,-7%,
O=C(CSc1cccc2cccnc12)N/N=C/c1cccnc1,i,49%,80%*,4.2%,·,-1%,-6.9%,-0.6%,40%,
CCCn1c(Oc2ccccc2)nc2c1c(=O)n(C)c(=O)n2C,·,-35%[20 µM],-14%,0.2%,-16%,1%,-2.3%,-0.8%,12%,
Cc1cccc(NC(=O)C2(c3ccccc3)CC2(Cl)Cl)c1 (configuration not stated),i,21%,10%,0.3%,-2%,-6%,-1.7%,-0.2%,1%,
S=C(Nc1ccccc1)N1CCn2cccc2C1c1cccnc1 (configuration not stated),·,29%,-18%,-0.2%,-3%,4%,-0.9%,·,2%,
O=C(O)CSc1c2c(nc3cc(C(=O)N4CCOCC4)ccc13)CCCC2,i,20%,5%,2.5%,13%,-3%,9.7%,-0.5%,2%,
O=C(C1=C(O)C(=O)N(CCN2CCOCC2)C1c1ccc([N+](=O)[O-])cc1)c1cccs1 (configuration not stated),·,6%,-10%,-1.5%,3%,-7%,-0.4%,-0.6%,2%,
Cc1ccc(NCc2nnc(SCC(=O)N3CCc4ccccc43)n2C)cc1,i,8%,2%,-2.3%,-6%,11%,-0.4%,-0.5%,17%,

# This is a subset; count on the stated rates, not on these rows.
